Bioassay records from PubChem.
RTF Ca sens act – cardiac RTF calcium sensitization; P19429+P45379; IANBD-labeled TnC RTF fluorescence at EC20 calcium; 0% EC20 calcium, 100% full calcium; activation, % at 7.2 µM; actives 0.24% (n = 340,000); AID 493008;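 active = activation above the mean over all tested compounds plus 3 SD, cut at about 30% in these data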;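 also: rise in fluorescence read as greater calcium sensitivity of cardiac thin filaments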
Cardiac RTF inh – cardiac RTF calcium desensitization | P19429+P45379 | IANBD-labeled cardiac RTF, Ca2+ fluorescence | inhibition, % at 7.15 µM | actives 0.12% (n = 340,000) | AID 493244;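 active = inhibition above the mean inhibition of all tested compounds plus 3 SD, cut at about 17% in these data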;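 also: assay run at fixed EC70 calcium of 1.6 mM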
Wnt act – activates Wnt/beta-catenin signaling in a reporter cell assay. activation, % at 9.35 µM. AID 743398. activator, plate reader. actives 1.2% (n = 300,000); in the data active = activation above about 30%, passing the limit was not always enough;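 also: 0% = neutral control wells and 100% = positive control wells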
Keap1 Nrf2 FP – inhibitors of human Keap1-Nrf2 protein-protein interaction | Q14145 | Keap1 Kelch-Nrf2 peptide fluorescence polarization, 1536-well | inhibition, % at 9.4 µM | actives 0.15% (n = 340,000); in the data active = inhibition above about 12%;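 also: human Keap1 Kelch domain with fluorescein labeled Nrf2 9mer peptide probe; 0% = neutral control wells and 100% = peptide positive control; higher means more block of Keap1 binding to Nrf2 peptide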
LANA DNA inh – KSHV C-LANA DNA binding inhibition; MBP-C-LANA/FAM-LBS DNA binding, fluorescence polarization; inhibition, % at 9 µM; actives 0.078% (n = 340,000);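 active = highest replicate inhibition at or above 60% at 9 µM, even if other replicates fall short; inactive = all replicates below 60% inhibition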;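 also: 0% = neutral control wells and 100% = 4 µM acridine orange control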
Arrestin-AP2 inh – inhibitors of human beta-arrestin and AP2 interaction; FITC-arrestin peptide / GST-AP2 beads, flow cytometry; AP2 beta2 appendage carries R879A mutation; inhibition, % at 10 µM; actives 0.31% (n = 340,000);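 active = inhibition above a set limit, near 3 SD of compounds lacking own fluorescence, cut at about 54% in these data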;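 also: plate controls were DMSO wells for no effect and 5 µM unlabelled arrestin peptide for full effect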
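Material – AP2 appendage R879A on GSH beads · Buffer or medium – PBS with 0.05% Tween 20 and 0.1% BSA · Probe or stimulus – fluorescein-tagged arrestin peptide at 50 nM final · Incubation – compound with beads 12 min RT, then probe 1 h RT · Detection – high-throughput flow cytometry of beads, ex 488, em 535 nm · Evaluation – percent response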
DSG3 Ab inh – human desmoglein-3 autoantibody binding inhibition. binding (percent of control), % at 10 µM. AID 588358. actives 0.48% (n = 310,000). DSG3-coupled beads, scFv-anti-DSG3-GFP binding, flow cytometry; hits give low values;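 active = binding more than 3 SD below its plate's average and above zero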;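 also: hits lower antibody fragment binding to DSG3; some compounds called inactive have numbers as strong as hits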
Target sequence (P32926 whole entry, looked up, the tested form may be a part): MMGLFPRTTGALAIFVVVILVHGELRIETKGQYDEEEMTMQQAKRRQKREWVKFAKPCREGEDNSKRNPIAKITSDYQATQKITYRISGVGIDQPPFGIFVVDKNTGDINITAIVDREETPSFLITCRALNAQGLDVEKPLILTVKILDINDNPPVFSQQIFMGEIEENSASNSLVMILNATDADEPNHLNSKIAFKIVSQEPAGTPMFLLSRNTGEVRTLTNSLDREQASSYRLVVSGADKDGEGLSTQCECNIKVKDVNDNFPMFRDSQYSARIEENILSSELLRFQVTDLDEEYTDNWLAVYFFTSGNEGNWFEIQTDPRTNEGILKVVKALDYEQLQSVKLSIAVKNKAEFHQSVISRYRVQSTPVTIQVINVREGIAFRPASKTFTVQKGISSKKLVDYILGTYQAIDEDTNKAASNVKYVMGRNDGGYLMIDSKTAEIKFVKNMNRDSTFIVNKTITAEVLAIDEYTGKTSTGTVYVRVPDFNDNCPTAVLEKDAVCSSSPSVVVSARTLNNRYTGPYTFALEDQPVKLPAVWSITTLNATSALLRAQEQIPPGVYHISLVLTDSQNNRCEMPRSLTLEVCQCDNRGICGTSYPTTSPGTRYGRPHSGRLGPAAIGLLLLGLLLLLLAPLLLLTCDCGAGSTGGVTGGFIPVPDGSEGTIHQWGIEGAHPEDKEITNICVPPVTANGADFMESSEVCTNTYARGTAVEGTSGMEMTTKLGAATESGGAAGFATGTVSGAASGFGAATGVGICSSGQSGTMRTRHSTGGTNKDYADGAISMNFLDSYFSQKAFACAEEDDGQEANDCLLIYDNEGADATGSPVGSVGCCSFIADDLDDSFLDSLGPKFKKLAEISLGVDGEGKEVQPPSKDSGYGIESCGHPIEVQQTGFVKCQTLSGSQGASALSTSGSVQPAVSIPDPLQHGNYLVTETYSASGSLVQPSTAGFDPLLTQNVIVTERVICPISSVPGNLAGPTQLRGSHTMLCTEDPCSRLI
V-ATPase pH – yeast V-ATPase proton transport regulation by pHLuorin. S. cerevisiae, pHLuorin cytosolic pH fluorescence. response, % at 10 µM. actives 0.37% (n = 350,000); in the data active = response mostly above about 7.3%, no sharp cut-off; inactive = mostly below about 5.4%; also: actives read high; inactives centre near 0; some compounds called inactive have numbers as strong as hits; reference of the scale not given here
MOR-DOR ag – OPRM1-OPRD1 heterodimerization agonism | P35372+P41143 | cells, luminescence | activation, % at 9.3 µM | actives 0.3% (n = 340,000); in the data active = activation above about 18%;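 also: 0% = vehicle-treated cells and 100% = reference agonist; values of inactives mirror those of a sister screen read the other way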
OPRM1-OPRD1 inv – mu-delta opioid heterodimer inverse agonism | cell-based MOR-DOR heterodimer luminescence | inhibition, % at 9.3 µM | actives 0.21% (n = 340,000); in the data active = inhibition above about 22%, passing the limit was not always enough;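 also: 0% = cells with DMSO and 100% = wells without cells with DMSO; values of inactives mirror those of a sister screen read the other way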
Numbers without * were called inactive; x = no result given.

molecule,LANA DNA inh,OPRM1-OPRD1 inv,V-ATPase pH,Wnt act,RTF Ca sens act,MOR-DOR ag,Cardiac RTF inh,Arrestin-AP2 inh,Keap1 Nrf2 FP,DSG3 Ab inh
C/C(=C\C=C(C#N)C#N)c1cc(C#N)c(N)o1,-30.1,-90.8,-0.2,1.3,149.3*,16.1,-195.2,10.9,-127.4,96.9
CC1CCc2sc(NC(=O)C3CC(Cl)=CCC3C(=O)O)c(C#N)c2C1 (centres undefined),-0.5,x,-1.0,-0.4,x,x,x,4.5,-1.1,x
COc1ccccc1NC(=O)CCC(=O)OCc1ccc([N+](=O)[O-])cc1,-1.1,4.7,-0.7,-1.1,0.7,-0.7,-7.4,1.4,-0.5,102.1
CN(C)c1cccc(F)c1C(=O)NC(=O)Nc1ccc(Cl)cc1,0.1,6.8,-1.2,-11.4,3.2,-1.6,2.1,-10.2,-1.6,88.6
CCCCCOC(=O)Cc1c(C)nc(-c2ccccc2)[nH]c1=O,-0.9,3.4,-3.4,x,-6.7,-0.8,5.3,31.1,-0.9,109.5
Cn1c(SCC(O)c2ccccc2)nnc1-c1ccc2ccccc2c1 (centres undefined),3.1,18.6,1.2,-1.5,5.0,-3.7,-9.2,-1.0,-5.5,110.8
Cc1cccc(OCCc2nnc(N)s2)c1C,1.4,1.4,7.2,-1.3,-3.1,-0.2,-6.3,30.6,-0.5,106.7
C/C(=N\NS(=O)(=O)c1ccc(Cl)cc1)c1ccc(O)cc1,0.1,12.8,2.7,-1.0,4.0,-2.2,-6.3,2.9,-0.1,103.6
O=C(CSc1nc2ccccc2o1)Nc1nc2ccc(Br)cc2s1,0.4,14.8,-0.3,x,5.3,-3.6,-6.3,-8.4,-1.1,103.5
c1cnc(Sc2ccc3nnnn3n2)nc1,-0.1,0.9,-4.4,0.1,7.4,-0.2,-3.4,-1.0,-1.3,128.6
CCOc1ccccc1NC(=O)COC(=O)CNS(=O)(=O)c1ccc(C)cc1,0.9,1.2,1.0,-3.6,1.8,-0.2,-6.3,0.2,2.0,89.7
CC1=C(C)[N+](=O)C2(O)CCCCC2(C)N1[O-] (centres undefined),-1.5,12.8,-1.4,x,3.2,-2.3,-1.7,-0.1,-5.7,103.4

One compound at a time, as listed above. Screens in order: LANA DNA inh, OPRM1-OPRD1 inv, V-ATPase pH, Wnt act, RTF Ca sens act, MOR-DOR ag, Cardiac RTF inh, Arrestin-AP2 inh, Keap1 Nrf2 FP, DSG3 Ab inh
CN(C)c1cccc(F)c1C(=O)NC(=O)Nc1ccc(Cl)cc1 is entered as 0.1, 6.8, -1.2, -11.4, 3.2, -1.6, 2.1, -10.2, -1.6, 88.6
COc1ccccc1NC(=O)CCC(=O)OCc1ccc([N+](=O)[O-])cc1 is entered as -1.1, 4.7, -0.7, -1.1, 0.7, -0.7, -7.4, 1.4, -0.5, 102.1
C/C(=C\C=C(C#N)C#N)c1cc(C#N)c(N)o1 is entered as -30.1, -90.8, -0.2, 1.3, 149.3*, 16.1, -195.2, 10.9, -127.4, 96.9
C/C(=N\NS(=O)(=O)c1ccc(Cl)cc1)c1ccc(O)cc1 is entered as 0.1, 12.8, 2.7, -1.0, 4.0, -2.2, -6.3, 2.9, -0.1, 103.6

Next section.
molecule,LANA DNA inh,OPRM1-OPRD1 inv,V-ATPase pH,Wnt act,RTF Ca sens act,MOR-DOR ag,Cardiac RTF inh,Arrestin-AP2 inh,Keap1 Nrf2 FP,DSG3 Ab inh
COc1cccc2cc(C(=O)OCC(=O)N3CC(C)OC(C)C3)c(=O)oc12 (centres undefined),1.2,21.2,-4.8,-1.6,-0.9,-4.4,-7.2,9.0,2.3,x
COc1ccc(C2Nc3ccccc3C(=O)N2O)cc1OC (centres undefined),1.3,19.1,-0.1,x,4.8,-3.9,-5.7,17.7,0.9,105.5
CCN(Cc1ccncc1)C(=S)Nc1ccc(Cl)cc1,-1.6,-6.2,3.6,1.2,4.5,1.3,-18.4,6.2,-1.4,95.9
CCn1c(SCC(=O)Nc2ccc(C)cc2)nnc1-c1ccccn1,-12.4,7.9,-0.3,-1.0,-1.6,-1.4,1.2,-5.1,-4.1,101.7
Cc1ccc(N2C(=O)CC(Nc3ccc(Cl)c(S(=O)(=O)N(C)C)c3)C2=O)c(C)c1 (centres undefined),0.3,-2.8,3.1,-0.5,6.5,0.6,-3.7,1.9,-6.5,101.4
COCCCNC(=O)Cn1cnc2sc(C)c(S(=O)(=O)N3CCN(c4ncccn4)CC3)c2c1=O,0.6,13.8,-1.6,-9.0,3.6,-2.9,-1.8,35.2,0.9,96.3
Cc1ccc(C(=O)Nc2ccc3c(c2)CCC3)o1,-1.2,-7.1,-0.1,x,-0.3,1.3,-2.2,-4.3,0.6,96.3
CCCCNC(=O)CCNS(=O)(=O)c1ccc(Br)cc1,0.4,9.6,1.8,-0.4,-1.8,-1.7,-6.2,17.3,-6.8,105.4
Cc1ccc(NC(=O)COc2ccccc2)c(NC(=O)c2ccco2)c1,-2.0,0.3,2.2,-2.4,0.2,-0.1,3.3,-0.7,-2.6,108.3
Cc1cccc(OCCSc2nc3c([nH]2)c(=N)ncn3Cc2ccccc2)c1,0.1,-42.5,-0.8,x,1.2,7.3,-0.4,-7.2,0.3,108.1
Cc1cc(C)nc(N(C#N)S(=O)(=O)c2ccccc2Cl)n1,0.2,-17.2,9.8,-8.7,-3.2,2.8,0.1,3.1,-6.7,x
Cn1c(COc2nnc(-c3ccc(Cl)cc3)c3ccccc23)nc2ccccc21,0.8,9.3,-2.1,2.2,-2.8,-2.0,-8.1,-17.6,-2.2,121.8
O=C(O)CCC(=O)Nc1ccccc1C(=O)NCCc1ccccc1,2.2,8.7,-3.3,19.7,-4.2,-1.7,-15.2,11.0,1.9,101.3
N/C(=N\N=C\c1ccc2c(c1)OCO2)SC1CC(=O)N(c2ccc(C(=O)O)cc2)C1=O (centres undefined),-1.1,11.9,2.4,-1.3,-3.6,-1.7,-5.5,14.4,-1.2,92.3
O=C1C2C3C=CC(O3)C2C(=O)N1Cc1ccncc1 (centres undefined),-2.3,8.3,2.1,7.0,1.9,-1.6,1.3,9.4,0.6,81.9
CN(CC(=O)Nc1c(Cl)cccc1Cl)C(=O)Cc1ccc(S(=O)(=O)N2CCOCC2)s1,0.2,17.8,-1.0,2.4,-4.1,-3.3,0.5,-3.8,1.5,x
COCCCN1CC(=O)N2C(c3cccc(C)c3)c3[nH]c4ccccc4c3C[C@H]2C1=O (some centres undefined),-0.9,8.2,1.2,-1.9,1.4,-1.8,-6.1,0.8,-4.7,90.3
CC1(C)OC(=O)C(=Cc2ccc[nH]2)C(=O)O1,-0.7,9.8,-2.5,-1.5,8.1,-2.0,-7.2,-10.8,-4.9,x
CNC(=S)Nc1ccc(-c2nc3ccc(C)cc3s2)cc1,4.6,-4.7,2.8,-0.7,3.9,0.9,-4.9,32.6,3.1,102.5
CCOC(=O)c1cccc(N2C(=O)C3C4C=CC(CC4)C3C2=O)c1 (centres undefined),-2.0,6.8,-0.2,-0.3,-4.0,-1.2,1.0,12.8,-2.7,93.1
Cc1ccc(-c2n[nH]c(=S)n2-c2ccccc2)cc1,-0.4,-1.7,-1.0,3.8,11.0,0.3,10.1,3.9,-3.0,106.4
CC1=NN(c2cccc(Cl)c2)C(=O)C1,2.6,-0.8,-0.5,0.4,-0.1,0.2,-2.9,-3.4,1.8,98.2
COc1ccc(N=c2scc(-c3ccc(OC)cc3)n2CCO)cc1,0.6,-0.3,3.8,7.1,-8.5,0.1,-1.5,24.4,-1.3,x
CCOC(=O)C1CCCN(CCC(=O)Nc2ccc(Br)c(C)c2)C1 (centres undefined),1.5,-8.6,-0.4,1.0,-0.1,1.7,-1.9,1.4,-5.4,126.0
COc1cccc(/C=C2/C(=O)NN(c3ccccc3)C2=O)c1,-2.2,0.6,1.6,-0.4,0.0,-0.1,3.3,18.7,-1.7,100.1
CCCc1cc(=O)[nH]c(SCC(=O)Nc2ccc(Br)cc2Br)n1,-1.2,12.1,-0.7,-0.9,1.5,-2.1,0.8,-2.8,-1.2,99.8
CCOC(=O)c1cnn2c(N)c(C#N)cnc12,0.0,18.9,-5.2,0.9,-5.6,-3.7,7.3,32.6,-4.4,93.1
CS(=O)(=O)N1CCC(C(=O)Nc2cccc(Cl)c2Cl)CC1,2.3,17.5,-1.5,-0.3,-0.4,-3.5,-2.9,21.0,2.0,116.2
COc1ccc(-c2cc3nnc(-c4ccccc4)nc3s2)cc1,0.6,12.5,4.2,-8.3,-5.9,-2.4,-4.1,43.5,-0.3,99.0
CC(C(=O)NCCCc1ccccc1)n1cccc1C(=O)c1ccccc1 (centres undefined),0.2,-8.1,3.1,-1.9,7.4,1.6,-15.3,-5.7,-4.3,107.1
Cc1ccc(C2C3CSCC=C3C(C#N)=C(N)C2(C#N)C#N)cc1 (centres undefined),0.7,20.8,-5.6,x,12.4,-3.6,-12.4,5.2,-6.1,110.5
CSCCC(NC(=O)c1cc(C(C)(C)C)oc1C)C(=O)O (centres undefined),0.6,5.2,-0.8,-3.4,-5.8,-0.9,0.2,2.2,-2.2,94.9
COc1ccccc1-c1nnc(SCC(=O)NC2CCS(=O)(=O)C2)n1CCc1ccccc1 (centres undefined),-0.3,5.9,-0.9,2.5,-3.0,-0.9,-3.1,-13.4,-7.2,86.7
CN(Cc1ccccc1)S(=O)(=O)c1ccc(OCC(=O)NCc2ccncc2)cc1,-0.3,-21.8,5.9,3.7,-1.1,2.7,-10.9,0.3,0.7,102.6
CC(C)CCN(C(=O)C1CCCC1)c1c(N)n(Cc2ccccc2)c(=O)[nH]c1=O,1.8,5.0,2.8,0.7,-3.2,-1.2,1.2,29.9,-1.6,105.6
Cc1cccc(NC2=NCC(=O)N2Cc2cccs2)c1,0.8,10.9,-4.5,x,-8.3,-2.2,11.3,4.2,-7.9,87.9
O=C(c1ccco1)N1CCN(C(c2ccc(Cl)cc2)c2nnnn2Cc2ccccc2)CC1 (centres undefined),0.2,1.6,-1.2,x,9.4,-0.3,-12.8,5.3,-3.2,89.7
O=C(NC1CCC(O)CC1)c1ccc(-c2ccc([N+](=O)[O-])cc2)o1 (centres undefined),-2.1,-19.1,7.5,4.2,5.4,3.8,-6.1,19.7,-1.5,94.6
COc1cc(CCC(=O)OCC(=O)c2ccc[nH]2)cc(OC)c1OC,1.2,4.5,-3.0,-2.7,5.0,-1.1,-6.4,17.1,3.5,104.1
CC1CCN(C(=O)CC#N)CC1,-1.0,13.4,-1.0,0.3,-3.2,-2.7,2.8,7.0,1.1,106.3
Cc1cccc(C)c1N=C1NN=C(c2ccccc2F)CS1,-0.5,-29.8,-1.8,22.0,5.4,5.2,3.2,2.7,-1.3,100.4
COc1cccc(/C=N/NC(=O)c2cc(-c3cccn3C)n[nH]2)c1,1.4,5.5,-5.9,x,2.2,-1.3,-3.4,12.7,-4.7,96.1
Nc1nc(Cl)cc(=O)n1Cc1ccc(Cl)cc1,-0.9,8.1,-3.5,-3.3,2.6,-1.5,0.7,13.1,2.9,118.5

Compounds as they come; overall some 3.1% were active at least once.
